Bioassay records: PubChem, National Center for Advancing Translational Sciences (NCATS)
Tau fibril FP: inhibitors of human tau fibril formation; AID 1468; Potency, µM (top dose mostly 57.7 µM), for the others: at the top dose activity, negative = inhibition, most hits filed as inhibitors; hit rate 0.39% among 280,000; K18 P301L tau heparin fibrillization, Alexa594 FP, 6 h; P10636; also: nearly all actives have a fitted effect of over 55% in size
Target sequence (P10636 561-689 P618L limits assumed): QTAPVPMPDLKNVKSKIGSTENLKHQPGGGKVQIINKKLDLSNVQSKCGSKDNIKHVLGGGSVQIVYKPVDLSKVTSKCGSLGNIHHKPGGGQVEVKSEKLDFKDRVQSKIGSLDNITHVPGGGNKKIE
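Quantitative HTS format: compounds meet 15 uM recombinant K18 P301L tau and Alexa 594-tau tracer in 100 mM sodium acetate pH 7; 20 uM heparin triggers fibrillization at 37 C over 6 hr; FP gives the signal.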
aGal spleen mod: inhibits or activates alpha-galactosidase in human spleen homogenate; P06280; human spleen homogenate, 4MU-alpha-Gal fluorescence, 40 min; Potency, µM (doses to about 80 µM), inactives show at the top dose activity change, negative = inhibition, hits mostly inhibitors; hit rate 0.008% among 240,000;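 also: 0% = enzyme with vehicle and -100% = no enzyme basal signal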
Target sequence (P06280 32-429 limits assumed): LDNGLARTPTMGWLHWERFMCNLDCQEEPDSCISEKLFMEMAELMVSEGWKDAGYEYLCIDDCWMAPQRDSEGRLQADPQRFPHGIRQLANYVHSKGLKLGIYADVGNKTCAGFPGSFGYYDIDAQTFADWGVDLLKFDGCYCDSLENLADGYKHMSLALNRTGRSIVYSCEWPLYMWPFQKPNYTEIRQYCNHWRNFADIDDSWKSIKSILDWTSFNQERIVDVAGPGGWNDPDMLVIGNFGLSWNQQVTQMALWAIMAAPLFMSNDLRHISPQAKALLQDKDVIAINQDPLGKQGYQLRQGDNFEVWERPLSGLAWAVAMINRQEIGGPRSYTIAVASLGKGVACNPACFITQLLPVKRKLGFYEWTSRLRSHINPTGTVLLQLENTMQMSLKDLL
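Spleen homogenate 1 ug + cpd (titration) + 4-MU-alpha-D-galactopyranoside 1 mM; 37C 40 min; 50 mM citrate/phosphate pH 5.0, 0.01% Tween-20; stop pH 10; fluorescence 365/440; AC50 via Hill.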
ALDH1A1 block: blocks purified human ALDH1A1 activity; Potency, µM (top dose mostly 75.3 µM), for the others: top-dose activity, negative = inhibition, most hits filed as inhibitors; AID 1030; P00352; Purified ALDH1A1, NADH fluorescence, propionaldehyde substrate; hit rate 7.3% among 220,000; active = well fitted inhibition curve with a large enough effect, not every such curve was filed as active; inconclusive = small, poorly fitted or top-dose-only effect, or another doubt; inactive = no such curve, though single readings can be large or run the other way;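 also: plate controls were no enzyme wells and a reference inhibitor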
Target sequence (P00352 whole entry, looked up): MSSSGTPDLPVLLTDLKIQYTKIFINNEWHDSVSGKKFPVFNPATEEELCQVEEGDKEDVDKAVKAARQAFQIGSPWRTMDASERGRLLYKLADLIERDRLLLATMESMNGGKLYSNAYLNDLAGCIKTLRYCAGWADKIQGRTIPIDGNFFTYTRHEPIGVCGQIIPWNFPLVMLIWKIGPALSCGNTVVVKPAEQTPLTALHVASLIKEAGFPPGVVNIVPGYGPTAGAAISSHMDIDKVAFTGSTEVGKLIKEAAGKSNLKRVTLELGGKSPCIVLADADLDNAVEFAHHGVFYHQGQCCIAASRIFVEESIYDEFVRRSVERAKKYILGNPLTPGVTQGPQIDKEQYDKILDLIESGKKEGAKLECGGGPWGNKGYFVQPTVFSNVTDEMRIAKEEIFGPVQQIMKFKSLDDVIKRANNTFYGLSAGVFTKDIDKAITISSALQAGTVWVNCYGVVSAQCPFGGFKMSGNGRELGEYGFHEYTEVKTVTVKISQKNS
Tau fluor cs: counter-screen for tau fibril formation inhibitors. Potency, µM (top dose mostly 57.7 µM), without a hit: at the top dose activity change, negative = decrease. hit rate 0.93% among 280,000. AID 1463. tau K18 P301L Alexa594 fluorescence, heparin fibrillization; also: nearly all actives have a fitted effect of over 55% in size
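Human K18 P301L tau (15 uM unlabeled plus 0.24 uM Alexa 594-labeled, final) in 100 mM sodium acetate pH 7 was mixed with compound and 20 uM heparin and incubated 6 hr at 37 C.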
L3MBTL1 inh: blocks human L3MBTL1 | AlphaScreen L3MBTL1–H3K9me1 peptide binding | Potency, µM (doses to about 57.1 µM), for the others: top-dose activity, negative = inhibition, hits mostly inhibitors | hit rate 0.66% among 230,000 | AID 485360; also: nearly all actives have a fitted effect of over 60% in size
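Displacement of a biotinylated histone H3(1-15) peptide monomethylated at Lys9 (75 nM) from L3MBTL1 (50 nM) was measured by AlphaScreen after a 30 min room-temperature compound incubation; cefsulodin titration served as intraplate control.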
TRb-SRC2 inh: inhibitors of human thyroid hormone receptor beta-SRC2 interaction; hit rate 0.065% among 280,000; Potency, µM (series often up to 106 µM), without a hit: at the top dose activity change, negative = inhibition, most hits filed as inhibitors; TRbeta-SRC2 peptide binding, fluorescence polarization; receptor liganded with 1 µM T3;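 also: plate controls were bound peptide for no effect and peptide without receptor for full effect; nearly all actives have a fitted effect of over 50% in size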
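Assay buffer: 20 mM Tris-HCl, 100 mM NaCl, 10% glycerol, 1 mM EDTA, 0.01% NP-40, 1 mM DTT, 1 uM T3, 5% DMSO; TRb LBD 0.6 uM, Texas Red SRC2 20 nM; FP after 5 hr.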
Tau fibril ThT: blocks human tau fibril formation measured by thioflavin T | P10636 | recombinant tau K18 P301L, heparin-induced fibrillization, ThT fluorescence | Potency, µM (titrated, usually from 57.4 µM), inactives show at the highest dose activity, negative = inhibition, most hits filed as inhibitors | hit rate 2.1% among 270,000 | AID 1460; also: nearly all actives have a fitted effect of over 55% in size
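Using a mix of unlabeled (15 uM) and Alexa 594-labeled (0.24 uM) tau K18 P301L, heparin-triggered fibrillization over 6 hr at 37 C was scored by ThT fluorescence.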
TR SRC2 fluor cs: counter-screen for TRb-SRC2 inhibitors: fluorescence interference. hit rate 0.29% among 280,000. AID 1479. TRb/SRC2 Texas Red total fluorescence interference. Potency, µM (series often up to 106 µM), for inactives: at the top dose fluorescence change, negative = quenching; active = well fitted curve in either direction with a large enough effect; inconclusive = small, poorly fitted or top-dose-only effect
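Human TRb ligand-binding domain at 0.6 uM with 20 nM Texas Red SRC2 peptide in Tris buffer containing 1 uM T3 and 5% DMSO, incubated with compound 5 h at ambient temperature. Total fluorescence (555/632 nm) calculated as parallel + 2 × perpendicular.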
Numbers without * were called inactive; ? = inconclusive; . = no result given; & = joins results of further samples; [ ] = dose if it differs, or a comment. Unless noted, calls follow the shape of the dose curve; as a rule, active = well fitted curve in the direction sought with a large enough effect; inconclusive = small, poorly fitted or top-dose-only effect, or another doubt; inactive = no such curve, though single readings can be large; an effect the other way counts as inactive or inconclusive. Unless noted, % is scaled to controls: 0 for no effect and ±100 for the full control effect; potency is read from the fitted curve at half-maximal effect.

canonical_smiles | L3MBTL1 inh | TR SRC2 fluor cs | ALDH1A1 block | Tau fluor cs | Tau fibril FP | Tau fibril ThT | aGal spleen mod | TRb-SRC2 inh
CC(Cc1c[nH]c2ccccc12)NC(=O)OCCCl (centres undefined) | . | -6.3% | 0.6% | -8.4% | 3.2% | -8.7% | 7.6% | -1.5%
O=C(C1=C[C@@H](c2ccc3c(c2)OCO3)C[C@@H](OCCCCO)O1)N1CCOCC1 | -13.8% | -1.3% | ? | -6.9% | -1.6% | -11.4% | 20.7% | -11.1%
Cc1cc(C)n(-c2ccc(F)cc2CN2CCN(Cc3ccccc3)C(CCO)C2)n1 (centres undefined) | 10.4% | 0.0% | 0.1% | -3.1% | -0.2% | -2.3% | -0.8% | 3.3%
CCn1c(C)nc2c(=O)oc3ccccc3c21 | . | 1.8% | -3.3% | -3.4% | -16.9% | -5.9% | -5.3% | -16.7%
CCOc1ccc(-n2cc(-c3ccccc3)c3c(NCc4ccccc4)ncnc32)cc1 | . | -0.6% | . | -3.1% | 13.8% | -14.2% | . | -1.3%
CCCCNC(=O)c1c(C)cc(=O)oc1C | 5.4% | -4.1% | ? | 2.5% | 10.1% | -5.4% | 6.1% | -4.9%
COC(=O)c1cccc(OCC(O)Cn2ccnc2)c1 (centres undefined) | -3.0% | -1.5% | 0.8% | -2.6% | -1.8% | -3.5% | 2.5% | -16.4%
Cc1ccc(C)c(Cn2c(=O)cc(C)c3c(C)nn(C)c32)c1 | . | 0.9% | . | -10.0% | -12.8% | ? | . | 4.1%
COc1ccc(S(=O)(=O)N2CCCC(C(=O)NCc3ccncc3)C2)cc1 (centres undefined) | -4.9% | -2.4% | 3.5% | -2.8% | -3.1% | -2.9% | 11.1% | 6.5%
CC(CCc1ccccc1)NC(=O)CN1CCN(Cc2ccccc2)C1=O (centres undefined) | 3.1% | 0.1% | -2.7% | -4.6% | 6.5% | -6.0% | -7.9% | -14.2%
CN(C)NC(=O)C(NC(=O)c1ccc(N)cc1)C12CC3CC(CC(C3)C1)C2 (centres undefined) | . | -0.8% | 7.0% | -9.8% | -4.0% | -15.4% | 2.3% | 3.0%
NCCC[C@@H](CC(=O)N[C@@H]1CCCC[C@H]1C(=O)N[C@H](CC(=O)N[C@@H](CCC(=O)O)CC(=O)O)Cc1c[nH]c2ccccc12)NC(=O)C[C@H](Cc1ccccc1)NC(=O)[C@@H]1CNCC[C@H]1N | . | -2.9% | -5.6% | -2.4% | 6.8% | -1.9% | -6.1% | -1.7%
Cc1ccc(S(=O)(=O)N/N=C/c2ccc(OCC(=O)Nc3ccccc3Cl)cc2)cc1 | -9.2% | -0.5% | -13.8% | ? | ? | -1.9% | 5.2% | -10.4%
CCOC(=O)CN1C(=O)N[C@@H](c2ccccc2)[C@H](C(=O)OC)[C@H]1C | . | -5.1%[11.2 µM] | 0.7%[13.5 µM] | -4.6%[11.6 µM] | -8.1%[11.6 µM] | 2.0%[11.5 µM] | 0.8%[17.5 µM] | 0.2%[11.2 µM]
NNC(=S)Nc1cccc(-c2n[nH]c(=S)o2)c1 | . | -6.3% | . | -9.0% | 9.4% | . | -4.2% | -5.1%
Cn1cnc2c(=O)oc3ccc(S(=O)(=O)N4CCN(c5ccccc5)CC4)cc3c21 | . | -2.1% | . | 4.9% | -1.2% | 4.7% | . | -0.4%
COc1ccc(OCCC(=O)OCC(=O)NC(=O)NC(C)C)cc1 | . | 1.3% | -13.0% | -10.9% | -13.4% | -12.7% | 5.3% | -15.4%
CCCNC(=O)COC(=O)c1n[nH]c2ccccc12 | 4.5% | -2.3% | -5.5% | 2.7% | 4.4% | 6.3% | -17.7% | -1.7%
O=C(Cn1cc(C(F)(F)F)ccc1=O)N/N=C/c1ccccc1O | -26.2% | -0.9% | . | -1.8% | 2.6% | -1.1% | 0.4% | -5.0%
COC(=O)COc1ccc2c(=O)c(-c3ccccc3OC)coc2c1 | . | -0.5% | 5.4% | -4.8% | 3.2% | -9.7% | 0.4% | 1.3%
O=C(O)c1cccc(S(=O)(=O)Nc2cc(Cl)ccc2Cl)c1 | 1.1% | -2.0% | . | 7.5% | 3.3% | 5.3% | -6.1% | -5.9%
Cc1cccc(NCc2cc(Cl)cc(Cl)c2O)n1 | -9.6% | -1.4% | -1.8% | -8.9% | 0.6% | -3.0% | -6.1% | -5.9%
CCOc1ccc(/C(O)=C2\C(=O)C(=O)N(c3ccc(OC)cc3)C2c2ccccc2[N+](=O)[O-])cc1 (centres undefined) | 15.1% | -1.0% | . | ? | ? | 5.01µM* | 22.7% | -0.2%
CCOC(=O)C1=C(c2ccccc2)N(C)C(=O)NC1c1ccc(OC(F)F)c(OC)c1 (centres undefined) | -5.1% | 1.9% | 10.0% | -13.9% | 15.0% | ? | -1.4% | -5.7%
CC(=O)c1ccc(Nc2ncnc3c2oc2ccccc23)cc1 | 4.6% | -5.8% | -2.9% | -4.4% | -0.3% | ? | -7.3% | -1.8%
Cc1cc(C)cc(Oc2ccc(C(F)(F)F)cc2C#N)c1 | . | 0.1% | 0.1% | -4.7% | 3.3% | -8.3% | 1.0% | 1.0%
CCc1cc2c(nc1CC)CCN(CC/C(C)=N/OC[C@@H](O)COCc1ccco1)C2 | . | -8.2%[11.2 µM] | 16.0%[13.5 µM] | -6.8%[11.6 µM] | -3.3%[11.6 µM] | -2.0%[11.5 µM] | -6.6%[17.5 µM] | 4.3%[11.2 µM]
CCCCN(C(=O)c1cc2ccccc2o1)c1c(N)n(CC(C)C)c(=O)[nH]c1=O | 8.6% | 2.1% | 1.2% | 6.0% | 1.7% | 2.6% | -8.8% | 2.8%
CC(CNC(=O)C1CCN(C(=O)c2cc3sccc3n2C)CC1)c1ccccc1 (centres undefined) | . | 2.4% | . | -4.2% | -0.9% | -8.9% | . | 0.2%
O=C(CC1C(=O)OCC2CCCCN21)Nc1ccccc1C(F)(F)F (centres undefined) | . | 0.1% | ? | -6.7% | -0.3% | -7.9% | 4.0% | -1.7%
COc1ccc(Nc2ncccc2C(=O)NCc2ccccc2)cc1 | . | -3.0% | -5.6% | ? | ? | -17.2% | 3.2% | -3.4%
COc1ccc(Nc2ncnc3c2cnn3-c2ccccc2)cc1OC | -6.7% | -2.3% | ? | ? | ? | ? | -2.4% | 4.8%
CC#N | . | -2.8% | -0.5% | . | . | . | -11.0% | 6.4%
COC(=O)c1nnn(-c2ccc(Cl)cc2)c1C(=O)OC | . | -2.2% | . | -5.9% | -6.5% | -6.8% | . | -2.1%
O=[N+]([O-])c1cccnc1Oc1ccc(F)cc1F | -3.8% | 0.7% | 6.7% | -8.8% | -0.4% | -5.2% | 2.7% | 3.2%
C=CCn1c(CSc2nnc(-c3ccccc3)n2C)n[nH]c1=S | 50.3%[activator] | -9.0% | ? | -3.0% | 3.0% | -7.2% | 6.0% | -4.3%
FC(F)Sc1ccc(-n2c(-c3ccc(Cl)cc3)c[n+]3c2CCC3)cc1 | 14.7% | -0.6% | -8.8% | 3.3% | 2.2% | -6.0% | -10.9% | -5.8%
CC(C)COC(=O)NC1c2ccccc2Oc2ccccc21 | 26.3% | 0.8% | . | -12.9% | 0.2% | -9.0% | 5.9% | -2.7%
CC(=O)NCc1nc2ccccc2n1Cc1ccccc1C | 2.2% | -0.3% | 7.5% | -0.4% | -3.0% | -0.8% | -1.2% | -0.8%
N#Cc1ccc(C23CC4(C2)[C@H](CN(CC2CCCCC2)[C@@H]4c2ccccc2)C3c2ccc(C(F)(F)F)cc2)cc1 (some centres undefined) | . | -1.7%&-1.6% | 0.0% | -18.1%&4.7% | -5.6%&3.0% | ? | 1.4%&-3.0% | 1.1%&-7.3%

Reformatted: entries from further up
> COc1ccc(Nc2ncnc3c2cnn3-c2ccccc2)cc1OC
  L3MBTL1 inh: -6.7%
  TR SRC2 fluor cs: -2.3%
  ALDH1A1 block: ?
  Tau fluor cs: ?
  Tau fibril FP: ?
  Tau fibril ThT: ?
  aGal spleen mod: -2.4%
  TRb-SRC2 inh: 4.8%

> COc1ccc(Nc2ncccc2C(=O)NCc2ccccc2)cc1
  L3MBTL1 inh: .
  TR SRC2 fluor cs: -3.0%
  ALDH1A1 block: -5.6%
  Tau fluor cs: ?
  Tau fibril FP: ?
  Tau fibril ThT: -17.2%
  aGal spleen mod: 3.2%
  TRb-SRC2 inh: -3.4%

(list continues)
canonical_smiles | L3MBTL1 inh | TR SRC2 fluor cs | ALDH1A1 block | Tau fluor cs | Tau fibril FP | Tau fibril ThT | aGal spleen mod | TRb-SRC2 inh
Cn1c(NCCc2ccccc2)cc(=O)n(C)c1=O | 10.6% | -3.9% | 8.3% | -8.3% | -3.6% | -8.9% | -19.1% | 4.0%
Cc1cccc(N2C(=O)CCSC23C(=O)N(Cc2ccc(F)cc2)c2ccccc23)c1 (centres undefined) | . | ? | . | -15.1% | ? | ? | . | -4.2%
CC(C)(CO)C(O)C(=O)NCCC#N (centres undefined) | -0.3% | 0.0% | 11.7% | -2.8% | -9.1% | -3.2% | -7.2% | -4.6%
C=CCNC(=O)Nc1ccc2oc(C)nc2c1 | 3.4% | -3.1% | 2.3% | -0.9% | -9.5% | -1.8% | 8.0% | -0.7%
Cc1ccc(N(C(=O)C(F)(F)F)C(C(=O)NC2CCCCC2)c2cccs2)cc1C (centres undefined) | -14.6% | 3.4% | 2.9% | -4.9% | -1.1% | -13.8% | -2.4% | 4.5%
Cc1ccc(C2NC(=O)c3sc(=S)n(-c4ccccc4)c3N2)cc1 (centres undefined) | 4.3% | -2.2% | ? | -11.1% | -5.3% | -17.0% | -1.5% | -2.5%
CCCCCNC(=O)C(=O)C1C(=O)Nc2ccccc21 (centres undefined) | . | -2.2% | . | -24.7% | 13.1% | . | -5.1% | 11.5%
COC(=O)c1cccc(NC(=O)N(C)CCc2c(C)nn(C)c2C)c1 | . | -0.9% | . | -0.5% | 0.4% | -0.5% | . | -9.6%
